Screening results deposited in PubChem BioAssay by National Center for Advancing Translational Sciences (NCATS).
D3 ag – qHTS of D3 Dopamine Receptor Agonist: qHTS | D3R DiscoveRx beta-arrestin cells, luminescence, 90 min | AID 652048, 2013 | 0.58% of 410,000 active | max activation, %; in the data active = max activation above about 30%; note: 0% is about no effect; mostly tested at two doses, the higher about 12 µM
Target sequence (P35462 whole entry, looked up): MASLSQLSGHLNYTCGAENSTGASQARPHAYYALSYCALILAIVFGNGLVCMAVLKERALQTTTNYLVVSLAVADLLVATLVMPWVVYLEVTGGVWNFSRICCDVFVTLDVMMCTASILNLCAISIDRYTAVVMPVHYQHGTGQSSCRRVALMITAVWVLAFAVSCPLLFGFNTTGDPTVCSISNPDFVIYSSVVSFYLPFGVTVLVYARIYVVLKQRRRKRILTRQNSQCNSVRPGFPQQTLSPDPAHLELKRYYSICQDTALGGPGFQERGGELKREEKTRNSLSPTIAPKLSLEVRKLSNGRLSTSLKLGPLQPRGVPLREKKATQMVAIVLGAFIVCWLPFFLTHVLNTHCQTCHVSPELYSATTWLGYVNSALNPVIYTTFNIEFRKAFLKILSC
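Agonist-mode cell screen: cells plated at 1500/well and incubated overnight at 37 °C, then exposed to library compounds for 90 min at 37 °C. Detection reagent was added for 30–60 min at room temperature, and luminescence was read.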
KB-V1 MDR tox – qHTS assay for MDR1-selective chemotherapeutics: Primary screen using the drug-selected MDR subline cells KB-V1 | KB-V1 MDR cells viability, CellTiter-Glo, 72 h | 3.4% of 400,000 active | Potency, µM (series often up to 46.1 µM), inactives show top-dose activity change, negative = cytotoxicity, most hits filed as cytotoxic; note: potency is the fitted concentration of half-maximal effect; % is set by controls: 0 for no effect and ±100 for the full control effect; nearly all actives have a fitted effect of over 60% in size
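Cytotoxicity toward P-gp-expressing KB-V1 cells was determined as loss of CellTiter-Glo luminescence after 72 h at 37 degrees C. Compounds were tested in quantitative HTS format across a concentration range, with curves fitted to normalized data.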
IL-1B inflam inh – qHTS for Inhibitors of Inflammasome Signaling: IL-1-beta AlphaLISA Primary Screen | 4.7% of 360,000 active | activity change, % at 57.5 µM | THP-1 LPS/ATP IL-1B secretion, AlphaLISA, 16 h; stronger effect = lower value; in the data active = activity change below about -50%; inconclusive = mostly about -30% to -49%; note: % is set by controls: 0 for no effect and ±100 for the full control effect
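Secreted IL-1B measured by AlphaLISA bead assay after 16 h compound exposure of THP-1 cells; compounds (final up to 57.5 uM) added 1 h before LPS (250 ng/mL) and ATP (1.25 mM) stimulation; lower signal means less secretion.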
HT1080 IDH1KD tx – qHTS for induction of synthetic lethality in tumor cells producing 2HG: qHTS for the HT-1080-IDH1KD cell line | HT-1080 IDH1 knockdown viability, ATP luminescence, 48 h | AID 686971, 2013 | Potency, µM (titrated, usually from 46.1 µM), inactives show at the highest dose activity, negative = toxicity, usual class: cytotoxic | 2% of 360,000 active;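 note: potency is the fitted concentration of half-maximal effect; 0% = DMSO wells and -100% = cell-free medium wells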
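Cytotoxicity counter-line: IDH1KD HT-1080, 48 h, CellTiter-Glo. Curves classed by r2, magnitude and activity.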
HT1080-NT tox – qHTS for induction of synthetic lethality in tumor cells producing 2HG: qHTS for the HT-1080-NT fibrosarcoma cell line. HT-1080-NT fibrosarcoma viability, CellTiter-Glo ATP luminescence, 48 h. Potency, µM (top dose mostly 46.1 µM), inactives show at the top dose activity, negative = less viability, actives largely listed as cytotoxic. 1.6% of 360,000 active;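 note: NT is the 2HG producing partner of a matched IDH1 knockdown line; potency is the fitted concentration of half-maximal effect; 0% = DMSO-treated cells and -100% = media-only wells without cells; nearly all actives have a fitted effect of over 55% in size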
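Fibrosarcoma NT cells, 750 per well in 5% FBS RPMI, were exposed to compound for 48 hours. Viability: CellTiter-Glo luminescence.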
KB-3-1 tox – qHTS assay for MDR1-selective chemotherapeutics: Primary screen using the parental adenocarcinoma cell KB-3-1. KB-3-1 viability, CellTiter-Glo ATP luminescence, 72 h. Potency, µM (series often up to 46.1 µM), for the others: top-dose activity change, negative = cytotoxic, actives largely listed as cytotoxic. 1.4% of 400,000 active; note: potency is the fitted concentration of half-maximal effect; % is set by controls: 0 for no effect and ±100 for the full control effect; nearly all actives have a fitted effect of over 60% in size
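Cells are dispensed, compounds pinned in, plates held at 37 °C for 72 h, then CellTiter-Glo is added and luminescence read after 10 minutes. Cell line: parental KB-3-1 in phenol-red-free DMEM, 10% FBS.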
HEK293 tox – qHTS of GLP-1 Receptor Inverse Agonists: Cytotox Screen | HEK293 cAMP-luciferase reporter cells, luminescence, 24 h | Potency, µM (series often up to 38.3 µM), for inactives: at the top dose activity change, negative = inhibition, hits mostly inhibitors | 0.13% of 410,000 active;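 note: loss of luciferase light is scored as toxicity; potency is the fitted concentration of half-maximal effect; % is set by controls: 0 for no effect and ±100 for the full control effect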
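MLSMR compounds, 24 hr on cells at 37 deg C/5% CO2; luminescence after luciferase reagent (12 min RT). Inhibition counted as the undesired cytotoxic outcome.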
SW480 rereplic – A quantitative high throughput screen for small molecules that induce DNA re-replication in SW480 colon adenocarcinoma cells; SW480 DNA re-replication, Hoechst DNA content imaging, 48 h; Potency, µM (series often up to 46.1 µM), without a hit: at the top dose re-replication activation, hits mostly activators; 1.8% of 340,000 active; note: potency is the fitted concentration of half-maximal effect; % of control where 0% means no effect; nearly all actives have a fitted effect of over 55% in size
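Hoechst fluorescence of nuclei (405 nm excitation, 500-530 nm emission) measured by plate-scanning imager after 48 hr compound exposure at 37 C; re-replication scored as increased number of nuclei with elevated intensity.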
MCF10A rereplic – A quantitative high throughput screen for small molecules that induce DNA re-replication in MCF 10a normal breast cells | MCF 10A DNA re-replication, Hoechst nuclear intensity, 48 h | Potency, µM (doses to about 46.1 µM), for the others: top-dose activity, positive = re-replication, usual class: activators | 2.9% of 350,000 active | AID 624296, 2012; note: potency is the fitted concentration of half-maximal effect; % of control where 0% means no effect; nearly all actives have a fitted effect of over 50% in size
Numbers without * were called inactive; ? = inconclusive; . = not tested or not shown; [ ] = remark or other dose. Unless noted, calls come from the whole dose curve; as a rule, active = well fitted curve in the direction sought with a large enough effect; inconclusive = small, poorly fitted or top-dose-only effect, or another doubt; inactive = no such curve, though single readings can be large; an effect the other way counts as inactive or inconclusive.

Values in the order: HT1080 IDH1KD tx	SW480 rereplic	D3 ag	KB-3-1 tox	MCF10A rereplic	HEK293 tox	HT1080-NT tox	KB-V1 MDR tox	IL-1B inflam inh
- NC(=O)c1oc2ccccc2c1NC(=O)C1CC(=O)N(c2ccccc2)C1 (configuration not stated)
    19%	3%	5	5%	5%	-3%	3%	-7%	11
- CCOC(=O)c1[nH]c(C)c(C(=O)OCC(=O)N2c3ccccc3CC2C)c1C (configuration not stated)
    -17%	1%	3	-8%	4%	6%	14%	2.1µM*	-7
- COc1nc(OCC#N)nc(N2CCCCC2)n1
    7%	-2%	1	-2%	-4%	-2%[7.66 µM]	2%	-10%	-4
- OC(CNc1ccnc2cc(Cl)ccc12)CNC1CCCCC1 (configuration not stated)
    21µM*	23µM*	-13	?	?	5µM*	21µM*	?	-114*
- O=C(CSc1nnc(Cc2ccccc2)o1)c1cc(F)ccc1F
    -4%	-8%	-8	2%	5%	-1%	-3%	-8%	-1
- COC(=O)C1=CN(CC2CCCO2)C=C(C(=O)OC)C1c1ccsc1 (configuration not stated)
    2%	-19%	2	14%	6%	207%[activator]	-4%	-12%	-10
- CN(C)N1C(=O)c2c(Cl)c(Cl)c(Cl)c(Cl)c2C1=O
    9%	6%	-1	1%	-2%	4%	1%	?	?
- CC(C)(C)C(=O)NC1CC2CCCC(C1)N2C(=O)Nc1ccccc1Cl (configuration not stated)
    1%	-19%	8	5%	3%	-25%	4%	12%	27
- COc1ccc(CCNC(=O)[C@H](C)NC(=O)[C@@H]2CSC3c4ccccc4C(=O)N32)cc1 (some centres not stated)
    7%	-17%	-1	5%	1%	1%	19%	-2%	-7
- Nc1cccc(NC(=O)c2cccs2)c1
    2%	0%	1	7%	17%	-21%	7%	24%	-13
- Cc1cc(NS(=O)(=O)c2ccc(NC(=O)Nc3ccccc3)cc2)no1
    -1%	0%	0	2%	-2%	6%	-6%	3%	8
- O=C(NC(=S)NNS(=O)(=O)c1ccccc1)c1ccc([N+](=O)[O-])cc1
    3%	.	7	29%	0%	-15%	11%	-17%	35
- CC(C)(C)C(O)(CC#CCN1CCCC1)c1ccccc1 (configuration not stated)
    7%	0%	-4	-9%	?	-5%	3%	-19%	-15
- Cc1ccc(S(=O)(=O)N2C3CCCCC3O[C@H]2CC(=O)OCc2ccccc2)cc1 (some centres not stated)
    0%	.	3	1%	.	2%	2%	?	12
- C/C(CS(=O)(=O)c1ccccc1)=N\O
    8%	-7%	-6	14%	12%	-2%	5%	20%	4
- COc1cccc(NC(=O)C(=O)N2CCOCC2)c1
    8%	-10%	5	9%	-8%	-8%	0%	0%	-4
- CCOC(=O)c1sc(NC(=O)CSc2nnc(Cc3ccccc3)o2)c(C(=O)OCC)c1C
    6%	-2%	1	-1%	18%	-13%	-17%	7.3µM*	-2
- O=C(CSc1nc(Nc2ccccc2)nc(N2CCOCC2)n1)NC1CCCCC1
    -6%	?	6	-12%	19%	3%	-8%	?	-6
- CCOC(=O)C(NC(=O)Nc1ccc(O)cc1)(c1ccccc1)C(F)(F)F (configuration not stated)
    12%	-4%	-1	0%	?	-13%	11%	-7%	-8
- CCn1c2ccccc2c2cc(NC(=O)COC(=O)C3CCC(=O)N3)ccc21 (configuration not stated)
    -22%	-3%	-2	?	-7%	-5%	-15%	-20%	-22
- Cc1ccc(C(=O)c2oc3ccccc3c2NC(=O)c2cc(-c3ccc(Cl)cc3)on2)cc1
    .	.	-7	0%	.	22%	.	3%	.
- Cc1cccc(N(CC(=O)NCCSCc2ccccc2)S(=O)(=O)c2ccccc2)c1C
    .	.	1	2%	.	-1%	.	7%	.
- CCn1c(CC(=O)Nc2ccc(C)cc2)nnc1SCC(=O)N1CCOCC1
    19%	-1%	4	2%	-1%	-6%	9%	0%	24
- Cc1cc(C(F)(F)F)c2c(N)c(C(=O)NCc3ccc(Cl)cc3)sc2n1
    -1%	.	1	18%	.	40%[activator]	0%	?	?
- O=C1CCC(C(=O)Nc2ccc(Cl)cc2)N1 (configuration not stated)
    -23%	-5%[9.22 µM]	7	-2%	3%	-5%	-4%	0%	4
- O=C(/C=C/c1cccc([N+](=O)[O-])c1)Nc1ccc(Cl)cn1
    4%	2%	-6	-4%	4%	-1%	4%	?	-8
- Cc1nc2ccn(Cc3cccnc3)c(=O)c2cc1C(=O)Nc1ccc(OC(F)(F)F)cc1
    .	.	0	-3%	.	1%	.	2%	.
- Cn1cccc1Cc1nnc(SCC(=O)Nc2ccc3c(c2)OCCO3)n1CCc1ccccc1
    3%	0%	3	3%	-5%	-11%	1%	5%	?
- CCCCOC(=O)Nc1ccc(OC)cc1S(=O)(=O)N1CCOCC1
    -2%	-4%	-1	0%	-3%	-1%	-1%	-3%	16
- CC(=O)C[C@H](O)CC(=O)[C@H]1OC(=O)[C@H](C)C/C=C\Cc2ccccc21
    -9%	?	-5	-16%	5%	2%	-2%	-15%	8
- COc1cccc(C(=O)OCC(=O)Nc2ccc3c(c2)OCCO3)c1
    -6%	1%	2	7%	-12%	-5%	4%	20%	34
- O=C(Nc1ncc(Cc2cccc(Cl)c2)s1)c1ccc([N+](=O)[O-])cc1
    ?	-3%	8	?	12%	-8%	-21%	?	-19
- CCCNC(=O)C1(C)CCCN(C(=O)c2c(F)ccc(C)c2F)C1 (configuration not stated)
    10%	.	7	0%	.	-2%	13%	-3%	20
- O=C1CS(=O)(=O)C2(C(=O)Nc3ccccc32)N1c1cccc(Cl)c1 (configuration not stated)
    .	.	0	13%	.	-3%	.	15%	.
- COc1ccc(N2CC(NC(=O)COc3cccc(C)c3)CC2=O)cc1OC (configuration not stated)
    .	.	-13	6%	.	-16%	.	13%	.
- COc1cccc(NC(=S)NN=C2CCC(C(C)(C)C)CC2)c1 (configuration not stated)
    -20%	0%	-16	-7%	5%	2%	-15%	-23%	?
- CC(C)(C)CN1CCN(Cc2cccnc2)CC1CCO (configuration not stated)
    1%	-1%	1	21%	4%	9%	9%	-14%	5
- Clc1cccc(Cc2nn[nH]n2)c1
    1%	-2%	2	-3%	6%	7%	-3%	1%	20
- CC(C)OCCCNc1ncc2c(n1)CC(c1cccs1)CC2=O (configuration not stated)
    11%	2%	2	1%	3%	4%	-1%	-27%	7
- Cn1c(=O)cc(Nc2ccccc2)[nH]c1=O
    0%	-21%	4	-2%	-5%	-4%	13%	15%	28

Entries of single compounds as entered above.
CCCNC(=O)C1(C)CCCN(C(=O)c2c(F)ccc(C)c2F)C1 (configuration not stated) is entered as HT1080 IDH1KD tx = 10%; SW480 rereplic = .; D3 ag = 7; KB-3-1 tox = 0%; MCF10A rereplic = .; HEK293 tox = -2%; HT1080-NT tox = 13%; KB-V1 MDR tox = -3%; IL-1B inflam inh = 20
Cn1c(=O)cc(Nc2ccccc2)[nH]c1=O is entered as HT1080 IDH1KD tx = 0%; SW480 rereplic = -21%; D3 ag = 4; KB-3-1 tox = -2%; MCF10A rereplic = -5%; HEK293 tox = -4%; HT1080-NT tox = 13%; KB-V1 MDR tox = 15%; IL-1B inflam inh = 28

The list continues:
Values in the order: HT1080 IDH1KD tx	SW480 rereplic	D3 ag	KB-3-1 tox	MCF10A rereplic	HEK293 tox	HT1080-NT tox	KB-V1 MDR tox	IL-1B inflam inh
- O=C1CC(N2CCN(C/C=C/c3ccccc3)CC2)C(=O)N1CCc1ccccc1 (configuration not stated)
    -24%	1%	-20	0%	?	10%	?	12µM*	-26
- O=c1oc(-c2cccs2)nc2sc3c(c12)CCCCC3
    ?	-14%	4	-4%	?	-22%	0%	?	22
- Cc1cccc2c1N(C(=O)CN1C(=O)c3ccccc3C1=O)C(C)(C)c1ssc(=S)c1-2
    3%	-4%	-2	2%	-9%	-17%	4%	-5%	-14
- O=C(NC(=S)NCC1CCCO1)C(c1ccccc1)c1ccccc1 (configuration not stated)
    18%	?	-4	-2%	-1%	9%	7%	-11%	11
- OC(c1nc2ccccc2[nH]1)C(O)C(O)C(O)c1nc2ccccc2[nH]1 (configuration not stated)
    1%	-1%	6	10%	-7%	8%	8%	22%	4
- CC(=O)c1ccc(N2CCN(C(=O)C3CCN(S(=O)(=O)c4ccc5c(c4)CC(C)N5C(=O)C4CC4)CC3)CC2)cc1 (configuration not stated)
    -8%	-6%	1	-22%	11%	2%	3%	-18%	41
- COCCNC(=O)CN(C(=O)CCC(=O)Nc1ccccn1)c1ccc(F)cc1
    -3%[9.24 µM]	-1%	0	11%	-1%	3%	5%	-7%	16
- O=S(=O)(c1ccc(-c2nnc(SCc3ccccc3)o2)cc1)N1CCCC1
    2%	-4%	1	?	6%	8%	9%	-34%	0
- CC(Nc1nc(-c2ccc(Cl)cc2)cs1)c1nc2cc(Cl)c(N3CCCCC3)cc2n1CCOCCO (configuration not stated)
    ?	5%	15	0%	?	?	?	?	-29
- CCCNc1nc2ccccc2n2c(C)nnc12
    -27%	-11%	12	-24%	?	-2%	0%	-26%	-5
- COc1ccc(-c2csc(Nc3cccnc3)n2)cc1OC
    -13%	0%	1	-1%	6%	?	0%	?	?
- Cc1cc2nc3n(c2cc1C)CC1CC(C(=O)NCc2ccccc2)N(C)C31 (configuration not stated)
    1%	-5%	11	8%	-19%	12%	13%	19%	-3

2 compounds from above, reduced to KB-3-1 tox:
molecule,KB-3-1 tox
O=S(=O)(c1ccc(-c2nnc(SCc3ccccc3)o2)cc1)N1CCCC1,?
CC(C)(C)C(=O)NC1CC2CCCC(C1)N2C(=O)Nc1ccccc1Cl (configuration not stated),5%
